TRPV1 agonist = HTS Assay for Compounds that Act as Agonists of the Vanilloid Receptor 1 | Transient receptor potential cation channel subfamily V member 1 (Homo sapiens), Q8NER1 | TRPV1-expressing cells, Fluo-8 calcium influx, agonist mode | activation, % at 8.33 µM | actives 0.19% (n = 320,000) | AID 540275, 2011; in the data active = activation above about 80%; inconclusive = between about 30% and that limit; also: 0% is about no effect
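TRPV1-expressing cells were cultured overnight at 35.5C and loaded with Fluo-8 calcium dye for 40 to 90 min at room temperature. After a 10 s baseline, compound was added and calcium influx was read kinetically for 3 min (ex 480/em 520 nm).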
FBPA coupling cs = qHTS Assay for Inhibitors of Fructose-1,6-bisphosphate Aldolase from Giardia Lamblia: Coupling assay counterscreen; coupling enzyme system counterscreen, AmpLite Red fluorescence; activity change, negative = inhibition, % at 58.2 µM, hits read low; actives 0.67% (n = 290,000); AID 2472, 2010; in the data active = activity change below about -30%; also: % is scaled to controls: 0 for no effect and ±100 for the full control effect
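Counterscreen of the coupled detection system alone, without aldolase: glyceraldehyde-3-phosphate coupling enzymes plus AmpLite Red readout. Compounds at 57.5 uM final, 10 min RT preincubation, 20 min RT reaction, fluorescence 525/598 nm.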
Menin-MLL TR inh = qHTS Assay for Inhibitors Targeting the Menin-MLL Interaction in MLL Related Leukemias: Competition With Texas Red Labeled MLL-derived Mutant Peptide | Potency, µM (titrated, usually from 61.6 µM), for the others: at the highest dose FP activity change, negative = inhibition, usual class: inhibitors | AID 1768, 2009 | Menin + Texas Red MLL mutant peptide, fluorescence polarization | actives 0.23% (n = 270,000) | O00255; active = well fitted inhibition curve with a large enough effect in the polarisation, with a control signal flat, not every such curve was filed as active; inconclusive = small, poorly fitted or top-dose-only effect, or effect the other way, or a change in a side signal; inactive = no such curve, though single readings can be large or run the other way; the % refers to the polarisation; also: potency is read from the fitted curve at half-maximal effect; % of control where 0% means no effect; many of its hits are not listed in these tables
Target sequence (O00255 whole entry, looked up): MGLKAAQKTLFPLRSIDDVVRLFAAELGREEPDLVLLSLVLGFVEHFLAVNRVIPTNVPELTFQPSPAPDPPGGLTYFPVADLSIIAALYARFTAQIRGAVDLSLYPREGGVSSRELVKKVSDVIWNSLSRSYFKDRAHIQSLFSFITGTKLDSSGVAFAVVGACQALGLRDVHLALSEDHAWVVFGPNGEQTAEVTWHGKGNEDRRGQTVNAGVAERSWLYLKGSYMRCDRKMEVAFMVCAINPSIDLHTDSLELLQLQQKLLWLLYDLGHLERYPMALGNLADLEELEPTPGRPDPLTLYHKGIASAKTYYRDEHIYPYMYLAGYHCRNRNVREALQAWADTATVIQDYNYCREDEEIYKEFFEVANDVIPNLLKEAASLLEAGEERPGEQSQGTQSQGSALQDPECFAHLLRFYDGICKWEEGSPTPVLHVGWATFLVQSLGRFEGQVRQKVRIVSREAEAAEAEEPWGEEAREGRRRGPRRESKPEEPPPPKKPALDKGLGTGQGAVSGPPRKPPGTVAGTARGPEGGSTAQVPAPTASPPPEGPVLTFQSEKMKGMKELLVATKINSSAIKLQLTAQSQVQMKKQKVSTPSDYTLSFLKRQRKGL
Giardia kill = Small Molecules that selectively kill Giardia lamblia: qHTS; Giardia lamblia trophozoite viability; actives 0.15% (n = 340,000); activity change, % at 7.66 µM, hits read low; in the data active = activity change below about -80%; inconclusive = between about -30% and that limit;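 also: parasites exposed to compound for two days anaerobically before the ATP read; % is scaled to controls: 0 for no effect and ±100 for the full control effect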
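Trophozoite viability was measured as ATP-dependent luminescence, read 15-30 min after reagent addition. Before that, parasites at 100 cells/well were exposed to compounds for 48 h, anaerobically, at 37 deg C.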
CXXC DNA block = qHTS Fluorescence Polarization Assay for Inhibitors of MLL CXXC domain - DNA interaction; actives 0.037% (n = 290,000); AID 2662, 2010; MLL-CXXC / FITC-HOXA9 DNA fluorescence polarization; Histone-lysine N-methyltransferase 2A (Homo sapiens), Q03164; Potency, µM (titrated, usually from 115 µM), for inactives: at the highest dose activity change, negative = inhibition, actives largely listed as inhibitors; active = well fitted inhibition curve with a large enough effect in the polarisation, with a control signal flat, not every such curve was filed as active; inconclusive = small, poorly fitted or top-dose-only effect, or effect the other way, or a change in a side signal; inactive = no such curve, though single readings can be large or run the other way; the % refers to the polarisation; also: potency is read from the fitted curve at half-maximal effect
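Purified MLL-CXXC (added from a 7 uM solution) was preincubated 5 min at ambient with pinned compounds in 50 mM Tris-HCl pH 7.5, 50 mM NaCl, 1 mM DTT, 0.05% BSA. Fluorescein-labeled HOX-A9 DNA (50 nM solution) followed, 30 min, then polarization read.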
KCNH2 3.1 block = qHTS for Inhibitors of KCHN2 3.1: Mutant qHTS. activity change, % (tested at about 1.8 µM). AID 720553, 2013. actives 0.95% (n = 340,000). U2OS KCNH2 3.1, thallium flux FluxOr; active compounds read low;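 active = maximum activity change below -70%; inconclusive = maximum activity change from -70% to -50%; inactive = maximum activity change above -50%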;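 also: thallium influx rate constant from kinetic fluorescence after stimulation buffer; % is scaled to controls: 0 for no effect and ±100 for the full control effect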
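Channel expression came from 3.1 mutant virus (1.77 x 10^8 /mL) applied to suspended U2OS cells for 4 h. Flux was tracked with FluxOr dye plus Red40 quencher, and kinetic rate constants normalized to controls.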
GALK inhibitor = qHTS Assay for Inhibitors of Human Galactokinase (GALK) | P51570 | Purified GALK, Kinase-Glo residual ATP luminescence | Potency, µM (titrated, usually from 57.5 µM), for the others: at the top dose activity change, negative = inhibition, actives largely listed as inhibitors | actives 0.007% (n = 270,000); also: potency is read from the fitted curve at half-maximal effect; % is scaled to controls: 0 for no effect and ±100 for the full control effect
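5 nM enzyme, 35 uM ATP, 100 uM galactose, 20 mM HEPES pH8.0, 5 mM MgCl2; 1 h RT; residual ATP by Kinase-Glo Plus luminescence, qHTS format.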
KCNH2 WT inh = qHTS for Inhibitors of KCHN2 3.1: Wildtype qHTS; Voltage-gated inwardly rectifying potassium channel KCNH2 (Homo sapiens), Q12809; U2OS, BacMam KCNH2, thallium flux FluxOr; active compounds read low; activity change, % at 1.84 µM; actives 0.37% (n = 340,000); AID 720551, 2013;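 active = maximum activity change below -70%; inconclusive = maximum activity change between -70% and -50%; inactive = maximum activity change above -50%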; also: % is scaled to controls: 0 for no effect and ±100 for the full control effect
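U2OS cells transduced with wild-type KCNH2 virus are loaded with FluxOr dye for 45 min, and thallium flux is measured in kinetic reads before and after stimulation buffer. Rate constants are normalized to DMSO controls.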
B2AR arrestin = qHTS assay of beta-arrestin-biased ligands of beta2-adrenergic receptor; actives 0.02% (n = 330,000); AID 492947, 2010; Potency, µM (top dose mostly 46.1 µM), without a hit: at the top dose activation, usual class: activators; beta-arrestin recruitment to beta2AR, cell-based reporter;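 also: potency is read from the fitted curve at half-maximal effect; 0% = DMSO controls and full agonism = EC100 isoproterenol or metaproterenol; nearly all actives have a fitted effect of over 65% in size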
Target sequence (P07550 whole entry, looked up): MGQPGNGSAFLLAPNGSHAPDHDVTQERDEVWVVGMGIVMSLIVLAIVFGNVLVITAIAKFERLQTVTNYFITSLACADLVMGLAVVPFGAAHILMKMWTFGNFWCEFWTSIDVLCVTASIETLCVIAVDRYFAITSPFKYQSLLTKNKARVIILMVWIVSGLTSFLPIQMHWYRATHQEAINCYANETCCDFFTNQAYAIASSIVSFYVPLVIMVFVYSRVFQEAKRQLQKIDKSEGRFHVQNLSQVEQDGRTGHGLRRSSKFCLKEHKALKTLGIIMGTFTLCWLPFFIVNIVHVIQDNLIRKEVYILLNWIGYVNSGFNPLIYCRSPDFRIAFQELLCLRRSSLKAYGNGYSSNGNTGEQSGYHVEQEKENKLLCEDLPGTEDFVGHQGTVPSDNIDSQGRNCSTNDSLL
PKM2 act = qHTS Assay for Activators of Human Muscle isoform 2 Pyruvate Kinase; purified PKM2, Kinase-Glo ATP luminescence, activation; response scale: 0% is enzyme alone, no compound; Potency, µM (titrated, usually from 57.5 µM), for the others: top-dose activation, actives largely listed as activators; actives 0.34% (n = 260,000); AID 1631, 2009; also: potency is read from the fitted curve at half-maximal effect; % is scaled to controls: 0 for no effect and ±100 for the full control effect; nearly all actives have a fitted effect of over 55% in size
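ATP formation by purified human PK-M2, quantified via coupled luciferase luminescence after 1 h at room temperature with 0.1 mM ADP and 0.5 mM PEP final.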
USP2a inh = qHTS Assay for Inhibitors of Ubiquitin-specific Protease USP2a Using CHOP2 as the Reporter. USP2 core, Ub-CHOP2 coupled fluorogenic reporter, 485/531. actives 0.01% (n = 330,000). Ubiquitin carboxyl-terminal hydrolase 2 (Homo sapiens), O75604. AID 463254, 2010. Potency, µM (series often up to 38.3 µM), for inactives: at the highest dose activity change, negative = inhibition, usual class: inhibitors;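 also: potency is read from the fitted curve at half-maximal effect; plate controls were DMSO wells for no effect and full inhibition by NEM control for full effect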
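USP2 core (10nM final) preincubated 30min RT with compound in 20mM Tris-HCl pH 8.0, 2mM CaCl2, 2mM beta-mercaptoethanol, 0.05% CHAPS; 25nM Ub-CHOP2 plus 25nM reporter substrate added, fluorescence (Ex485/Em531) read after 60min.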
* = called active by the depositor; [ ] = dose if it differs, or a comment. Unless noted, calls follow the shape of the dose curve; as a rule, active = well fitted curve in the direction sought with a large enough effect; inconclusive = small, poorly fitted or top-dose-only effect, or another doubt; inactive = no such curve, though single readings can be large; an effect the other way counts as inactive or inconclusive.

CCN(c1ccccc1C)S(=O)(=O)c1nnc(NC(=O)c2ccco2)s1 was read as TRPV1 agonist -3, Giardia kill 21, CXXC DNA block 4%, KCNH2 3.1 block 10, GALK inhibitor -2%, KCNH2 WT inh -1, B2AR arrestin -0.2% and USP2a inh 0%.
Screening CCOc1ccc(NC(=S)N2CCC(N(C)CC3CCCO3)CC2)cc1 (stereo not given) returned TRPV1 agonist -5, FBPA coupling cs 1, Menin-MLL TR inh -17%, Giardia kill -2, CXXC DNA block 18%, KCNH2 3.1 block 7, GALK inhibitor 1%, KCNH2 WT inh 3, B2AR arrestin -2.4%, PKM2 act -10% and USP2a inh 4%.
CCC[N+](CC#Cc1ccccc1)(CCC)CC(=O)OCC was read as TRPV1 agonist -6, FBPA coupling cs 4, Menin-MLL TR inh -4%, Giardia kill -16, CXXC DNA block 5%, KCNH2 3.1 block -71*, KCNH2 WT inh 23, B2AR arrestin -1.7%, PKM2 act -2% and USP2a inh 0%.
For O=[N+]([O-])c1cccc(C(=Nc2cccc(Cl)c2)NO)c1 the results were TRPV1 agonist -3, FBPA coupling cs -1, Menin-MLL TR inh -8%, Giardia kill 11, CXXC DNA block 6%, KCNH2 3.1 block 7, GALK inhibitor -1%, KCNH2 WT inh 0, B2AR arrestin -0.8%, PKM2 act 0% and USP2a inh 2%.
Screening CC(C)CNS(=O)(=O)c1ccc(CCC(=O)NCc2ccco2)cc1 returned TRPV1 agonist 2, FBPA coupling cs 1, Menin-MLL TR inh -2%, Giardia kill 13, CXXC DNA block -6%, KCNH2 3.1 block -3, GALK inhibitor -6%, KCNH2 WT inh 0, B2AR arrestin -0.5%, PKM2 act -1% and USP2a inh 0%.
`COc1ccc(C(=O)NCc2nnc(SCC(=O)Nc3nc4ccccc4s3)o2)cc1OC` gave TRPV1 agonist 0, FBPA coupling cs -2, Menin-MLL TR inh -1%, Giardia kill -16, CXXC DNA block 1%, KCNH2 3.1 block -11, GALK inhibitor -1%, KCNH2 WT inh -4, B2AR arrestin -0.8%, PKM2 act 5% and USP2a inh 3%.
COc1ccc(Cl)cc1C(=O)NNC(=S)NC(=O)c1ccc(F)c(F)c1 was read as TRPV1 agonist 10, FBPA coupling cs 2, Menin-MLL TR inh 46%[activator], Giardia kill 27, CXXC DNA block 23%, KCNH2 3.1 block 13, GALK inhibitor -1%, KCNH2 WT inh -3, B2AR arrestin 0.6% and USP2a inh 4%.
CC1(C)CC(=O)C2=C(C1)OC1=C(C(=O)CC(C)(C)C1)C2c1ccccc1 was read as TRPV1 agonist -5, FBPA coupling cs 5, Menin-MLL TR inh -1%, Giardia kill 8, CXXC DNA block 15%, KCNH2 3.1 block 10, GALK inhibitor 2%, KCNH2 WT inh 3, B2AR arrestin 0.2%, PKM2 act 6% and USP2a inh 0%.
c1ccc(-c2nnc(-c3ccccn3)s2)nc1 was read as TRPV1 agonist 3, FBPA coupling cs -6, Giardia kill -26, CXXC DNA block -24%, KCNH2 3.1 block 6, GALK inhibitor 8%, KCNH2 WT inh 0, B2AR arrestin -0.6%, PKM2 act -28% and USP2a inh 2%.
`CC(C)CN(C(=O)C(c1ccccc1)c1ccccc1)c1c(N)n(CC(C)C)c(=O)[nH]c1=O` gave TRPV1 agonist -3, FBPA coupling cs -2, Menin-MLL TR inh 9%, Giardia kill -27, CXXC DNA block -5%, KCNH2 3.1 block -5, GALK inhibitor 1%, KCNH2 WT inh 11, B2AR arrestin 0.0%, PKM2 act -7% and USP2a inh 0%.
`COC(=O)c1ccc2c(CCO)c[nH]c2c1` gave TRPV1 agonist 2, FBPA coupling cs 2, Menin-MLL TR inh 6%, Giardia kill -11, CXXC DNA block -2%, KCNH2 3.1 block 1, KCNH2 WT inh 4, B2AR arrestin -1.0%, PKM2 act 0% and USP2a inh 2%.
COC(=O)c1cccc(C(=O)Nc2ccc(F)cc2)n1 was read as TRPV1 agonist -1, FBPA coupling cs 0, Menin-MLL TR inh -4%, Giardia kill -7, CXXC DNA block -6%, KCNH2 3.1 block 2, KCNH2 WT inh -10, B2AR arrestin 0.1%, PKM2 act -7% and USP2a inh 2%.
`COc1cccc(CNC(=O)c2cc3c(cc2Cl)N2CCCCCC2=NS3(=O)=O)c1` gave TRPV1 agonist -1, Giardia kill 5, KCNH2 3.1 block 2, KCNH2 WT inh -4, B2AR arrestin -0.1% and USP2a inh 1%.
COc1ccc(S(=O)(=O)N(CC(=O)Nc2cc(C)on2)Cc2ccccc2)cc1 was read as TRPV1 agonist 15, FBPA coupling cs 3, Menin-MLL TR inh -2%, Giardia kill 1, CXXC DNA block 4%, KCNH2 3.1 block -6, GALK inhibitor 2%, KCNH2 WT inh 8, B2AR arrestin 0.5%, PKM2 act 1% and USP2a inh 0%.
CC1CC(C)(C)NC(=S)N1CCC(=O)N1CCc2ccccc2C1 (stereo not given) was read as TRPV1 agonist 0, FBPA coupling cs 2, Menin-MLL TR inh -10%, Giardia kill -2, CXXC DNA block -1%, KCNH2 3.1 block inconclusive, GALK inhibitor 5%, KCNH2 WT inh 6, B2AR arrestin -0.1% and USP2a inh 0%.
`Nc1nc2ccc(S(=O)(=O)c3ccc4nc(N)sc4c3)cc2s1` gave TRPV1 agonist 7, FBPA coupling cs 11, Menin-MLL TR inh 10%, Giardia kill 4, CXXC DNA block 31%[activator], KCNH2 3.1 block -47, GALK inhibitor 4%, KCNH2 WT inh 0, B2AR arrestin -2.0%, PKM2 act 14µM* and USP2a inh 6%.
CSCC[C@H](NC(=O)Nc1cccc(Br)c1)C(=O)O was read as TRPV1 agonist 1, FBPA coupling cs -2, Giardia kill 3, CXXC DNA block 1%, KCNH2 3.1 block 2, GALK inhibitor -3%, KCNH2 WT inh 1, B2AR arrestin 0.2%, PKM2 act -1% and USP2a inh 0%.
CCSc1ncnc2sc3c(c12)CCC3 was read as TRPV1 agonist 8, FBPA coupling cs 5, Menin-MLL TR inh 5%, Giardia kill 6, CXXC DNA block 6%, KCNH2 3.1 block 2, GALK inhibitor 3%, KCNH2 WT inh -11, B2AR arrestin 0.2%, PKM2 act 5% and USP2a inh 0%.
Screening O=[N+]([O-])c1ccc(CN2CCCCCC2)s1 returned TRPV1 agonist -2, FBPA coupling cs -3, Menin-MLL TR inh -9%, Giardia kill inconclusive, CXXC DNA block 5%, KCNH2 3.1 block 17, GALK inhibitor 0%, KCNH2 WT inh 1, B2AR arrestin -0.4%, PKM2 act -14% and USP2a inh 1%.
For COc1ccc(/C=N/NC(=O)CNC(=O)c2ccc3c(c2)OCCO3)cc1OC the results were TRPV1 agonist -1, FBPA coupling cs 5, Menin-MLL TR inh -20%, Giardia kill 10, CXXC DNA block 0%, KCNH2 3.1 block 2, GALK inhibitor 1%, KCNH2 WT inh -11, B2AR arrestin 0.2%, PKM2 act -3% and USP2a inh 3%.
Screening Cc1ccccc1CN1CCNC(=O)C1CC(=O)O (stereo not given) returned TRPV1 agonist -4, FBPA coupling cs -2, Menin-MLL TR inh -11%, Giardia kill 2, CXXC DNA block 0%, KCNH2 3.1 block 3, GALK inhibitor 1%, KCNH2 WT inh 8, B2AR arrestin -0.3%, PKM2 act 8% and USP2a inh 3%.
Screening CC(C)N(CCC#N)C(=O)Nc1ccc2c(c1)CCO2 returned FBPA coupling cs -1, Giardia kill -18, CXXC DNA block -6%, KCNH2 3.1 block -2, GALK inhibitor 0%, KCNH2 WT inh 5, B2AR arrestin 0.2%, PKM2 act 0% and USP2a inh -2%.
CN(Cc1ccccc1)C(=O)CCC(=O)N(C)Cc1ccccc1 was read as TRPV1 agonist -2, FBPA coupling cs 4, Menin-MLL TR inh 2%, Giardia kill -3, CXXC DNA block 1%, KCNH2 3.1 block -7, GALK inhibitor 7%, KCNH2 WT inh -3, B2AR arrestin 0.0%, PKM2 act -5% and USP2a inh 2%.

This is a subset; rates above refer to the full screens.
